Compound activity from PubChem.
RBX1-CUL1 inh = human ROC1-CUL1 E3 ligase inhibition; P62877+Q13616; in vitro K48 di-Ub FRET, acceptor:donor ratio, 45 min; inhibition, % at 10 µM; 140,000 compounds, 0.6% hits; AID 1347404; in the data active means inhibition above about 25%
Target sequence (P62877 whole entry, looked up): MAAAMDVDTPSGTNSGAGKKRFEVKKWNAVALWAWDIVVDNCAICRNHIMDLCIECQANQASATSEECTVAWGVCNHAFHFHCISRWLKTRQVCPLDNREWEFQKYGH
Target sequence (Q13616 whole entry, looked up): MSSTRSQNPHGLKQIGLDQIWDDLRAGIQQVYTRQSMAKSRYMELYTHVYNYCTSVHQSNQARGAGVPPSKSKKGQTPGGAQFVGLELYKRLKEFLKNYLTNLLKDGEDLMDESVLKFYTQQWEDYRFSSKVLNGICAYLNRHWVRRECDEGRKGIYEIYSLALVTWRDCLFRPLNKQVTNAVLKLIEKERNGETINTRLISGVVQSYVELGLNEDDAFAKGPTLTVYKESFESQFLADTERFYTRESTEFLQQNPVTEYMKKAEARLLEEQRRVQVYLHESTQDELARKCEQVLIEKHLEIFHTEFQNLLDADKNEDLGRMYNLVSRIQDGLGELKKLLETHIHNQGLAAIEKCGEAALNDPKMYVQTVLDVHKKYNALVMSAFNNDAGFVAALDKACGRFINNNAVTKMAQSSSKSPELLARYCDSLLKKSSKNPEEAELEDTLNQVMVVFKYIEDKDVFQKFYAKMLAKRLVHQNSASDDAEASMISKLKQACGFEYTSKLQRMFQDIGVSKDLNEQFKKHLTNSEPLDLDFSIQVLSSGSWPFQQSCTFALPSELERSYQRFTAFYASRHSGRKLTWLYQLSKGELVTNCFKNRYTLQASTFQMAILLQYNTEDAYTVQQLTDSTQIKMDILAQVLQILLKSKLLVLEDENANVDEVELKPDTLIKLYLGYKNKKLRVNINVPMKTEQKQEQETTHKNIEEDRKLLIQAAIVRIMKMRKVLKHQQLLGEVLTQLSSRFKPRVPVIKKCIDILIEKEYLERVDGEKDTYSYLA
The depositor's hits bear a star.

no.	mol	RBX1-CUL1 inh
1	CCOC(=O)c1cccc(NC(=O)C(C)n2c(C)c3cnn(-c4ccccc4)c(=O)c3c2C)c1 (stereo not given)	8
2	COC(=O)C1C(C)=Nc2c(c(=O)n(C)c(=O)n2C)C1c1ccccc1Cl (stereo not given)	0
3	N#CC1C(=N)Oc2n[nH]c(-c3ccccc3)c2C1c1ccc(OC(F)(F)F)cc1 (stereo not given)	-8
4	Cn1ncc(N2CCN(C(=O)CN3CCOC3=O)CC2)cc1=O	-2
5	CCn1c2c(c3cc(C(C)(C)C)ccc31)CCCC2=O	14
6	Cc1cc(C)cc(OCC(=O)Nc2sc3c(c2C#N)CCCC3)c1	11
7	Cc1c(Cl)cccc1N=C1NC(=O)/C(=C/c2ccc3c(c2)OCO3)S1	-4
8	Cc1cc(NC(=O)C2CCN(S(=O)(=O)c3c(C)noc3C)CC2)ccc1Br	-15
9	CCc1cccc(C)c1NC(=O)c1ccccc1	1
10	O=S(=O)(c1cccc(Cl)c1)c1nnn2c1nc(NC1CCCCCC1)c1sccc12	1
11	CSc1nnc2c(n1)OC(c1ccc(C(=O)O)cc1)Nc1ccccc1-2 (stereo not given)	9
12	Cc1cc(OCC(=O)Nc2ccc(C(=O)OC3CCCCC3)cc2)cc(C)c1Cl	-1
13	CCc1[nH]c2ccc(C)cc2c1C	-6
14	CCc1ccc(C2c3ccc(N(CC)CC)cc3OC(=N)C2C#N)cc1 (stereo not given)	-1
15	Cc1ccccc1CN1c2ccccc2-c2nc(SCC(=O)NCCc3ccccc3)ncc2S1(=O)=O	-6
16	CC(=O)c1ccc(-n2c(C)ccc2C)cc1	-4
17	CCN1CCN(Cc2nc(N)nc(Nc3ccc(Cl)cc3)n2)CC1	6
18	Cc1ccc(NC(=O)CSc2nc(N)c3c4c(sc3n2)COC(C(C)C)C4)cc1 (stereo not given)	0
19	COC(=O)c1cc(CNC(=O)c2ccccc2)cc(NS(=O)(=O)c2cccc(C(F)(F)F)c2)c1	-2
20	CCOc1cc(S(=O)(=O)NCC2CCCO2)c(C)cc1C (stereo not given)	16
21	O=C(O)c1cc2ccc1CCc1ccc(cc1Br)CC2	21
22	COc1cccc(NC(=O)CSc2nc(C)c(Cc3ccccc3)c(=O)[nH]2)c1	-6
23	CCOc1ccccc1-c1nnc(SCc2ccc(Cl)cc2)o1	-7
24	CN(c1cccc(NC(=O)COc2ccc(Cl)cc2Cl)c1)S(C)(=O)=O	-9
25	CCN1CCN(C2(C(=O)N3CCCC(COC)C3)Cc3ccccc3C2)CC1 (stereo not given)	-2
26	Nc1c(S(=O)(=O)O)cc(Nc2ccccc2)c2c1C(=O)c1ccccc1C2=O	11
27	CC(C)(C)CC(=O)Nc1sc2c(c1C#N)CCCCCC2	-3
28	CCC(C)NC(=O)c1ccc2c(c1)N=C(C)c1cc(C)ccc1S2 (stereo not given)	-4
29	C#CCSc1nc2c(c(=O)n1CC(=C)C)C1(CCCC1)Cc1ccccc1-2	0
30	Cc1ccc(NC(=O)C(NS(=O)(=O)c2ccc3c(c2)CCC(=O)N3)c2ccccc2)cc1C (stereo not given)	-6
31	COC(=O)c1ccc2c(c1)[nH]c(=O)n2Cc1ccc(Cl)cc1	-7
32	Cc1ccc(N2CCN(C(N)=O)CC2)cc1	11
33	CCCCCC1CCC(C(=O)OC2CCC(c3ccccc3)CC2)CC1 (stereo not given)	-1
34	CCN1CCN(CC(O)COc2ccc(C)cc2)CC1 (stereo not given)	3
35	COc1ccc(-c2cc(C(=O)O)c3cc(C)ccc3n2)cc1	4
36	Cc1ccccc1CS(=O)(=O)NCC1CCCO1 (stereo not given)	-2
37	O=C(CSc1nc2sc3c(c2c(=O)n1-c1ccccc1)CCCC3)Nc1ccc(SC(F)F)cc1	0
38	Cc1nc2ccccc2nc1-c1nnc(SCc2ccccc2)n1N	-2
39	COCCN1C(=O)C(=O)C(C(=O)c2ccc(OC)cc2C)C1c1ccc(C(C)(C)C)cc1 (stereo not given)	8
40	O=C(OCCCNC1NS(=O)(=O)C2CCCCC12)C(c1ccccc1)N1CCCCCC1 (stereo not given)	-2
41	COCCN1C(=O)CC(CC(=O)N(C)CC23CC4CC(CC(C4)C2)C3)(c2ccccc2Cl)C1=O (stereo not given)	5
42	Cc1ccc(NC(=O)C(=S)NCc2ccco2)cc1	9
43	CCOc1ccc2nc(SCC(O)c3cccs3)[nH]c2c1 (stereo not given)	-19
44	O=C(COc1ccc2ccccc2c1)NCC(=O)N/N=C/c1c(F)cccc1Cl	8
45	COC(=O)C(NC(=O)c1ccc(Cl)cc1)(Nc1sc2c(c1C(N)=O)CCCC2)C(F)(F)F (stereo not given)	2
46	Cc1ccccc1N1CCN(C2CCCN(C(=O)CCN3CCCCC3)C2)CC1 (stereo not given)	-11
47	C/C(=N\NC(=O)COc1ccc(Br)cc1)C1CC1	7
48	CCc1ccc(N2C3=C(C(=O)CC(C)(C)C3)C(c3cc(Br)ccc3O)C3=C2CC(C)(C)CC3=O)cc1	5
49	CC(C)c1ccc(C2C(C(=O)c3ccc4c(c3)OCCO4)C(=O)C(=O)N2CCCn2ccnc2)cc1 (stereo not given)	9
50	Cc1ccc(Cn2c(CN3CCN(c4cccc(Cl)c4)CC3)nc3c2c(=O)n(C)c(=O)n3C)cc1	-4
51	COc1ccc(C2C(C(=O)Nc3ccccc3OC)C(C)=Nc3c(C(=O)Nc4ccccc4)cnn32)c(OC)c1 (stereo not given)	1
52	CCCC1(C2CCN(C(=O)CSc3ccccc3)CC2)NC(=O)N(CCc2ccccn2)C1=O (stereo not given)	-1
53	CC(=O)Nc1ccc(Nc2nc(-c3ccccc3)nc3ccccc23)cc1	0
54	Cc1c(Br)cc(C(=O)N(CC#N)CC#N)c(C)c1C	6
55	CC(C)c1ccc(NC(=O)CCNS(=O)(=O)c2ccc3c(c2)CCCC(=O)N3)cc1	-13
56	CCCC1=NC(=NC(N)=Nc2ccc3c(c2)OCCO3)NC(=O)C1	5

The list continues:
no.	mol	RBX1-CUL1 inh
57	C/C(=N\Nc1nc(NCc2ccccc2)nc(Nc2ccc([N+](=O)[O-])cc2)n1)c1ccc(Cl)cc1	-9
58	CC(=O)c1ccc(NC(=O)CSc2cn(CC(=O)N3CCCCC3)c3ccccc23)cc1	-17
59	CC(C)Oc1ccc(/C(=N/Nc2ccc([N+](=O)[O-])cc2[N+](=O)[O-])C2CCCCC2)c2ccccc12	-4
60	CCCCNC(=O)c1ccc(OC)c(S(=O)(=O)N2CCCCC2)c1	12
61	CCN=C1CC=C(Br)C=C(C(=O)/C=C/c2ccccc2OC)C1=O	101*
62	COc1cc(/C=N/Nc2nc(Nc3ccccc3)nc(N3CCOCC3)n2)ccc1OCc1ccc(Cl)cc1Cl	9
63	CC(C)c1ccc(/C=C(\C#N)c2nc(-c3cc4ccccc4oc3=O)cs2)cc1	-1
64	CCOc1ccc(N(C(C)=O)C2=NC(=O)/C(=C/c3ccccc3O)S2)cc1	-3
65	COc1ccc(-n2nc(Cl)ccc2=O)cc1	6
66	COC(=O)c1c(-c2ccc(F)cc2)csc1NC(=O)c1ccc(OC(C)C)cc1	2
67	CCN1CCN(c2nc(C)c(Cc3ccc(Cl)cc3)c(=O)[nH]2)CC1	4
68	COc1cc(OC)c(CNc2ccc([N+](=O)[O-])cc2C)cc1Br	3
69	CC(C)c1nccn1Cc1cc(C(=O)N2CCN(c3ccccn3)CC2)n[nH]1	4
70	CCOC(=O)c1cnc2c(C(F)(F)F)cccc2c1Nc1ccc(Cl)cc1	-1
71	COc1ccc(Cc2nnc(SCC(=O)Nc3ccc(Cl)cc3Cl)n2C)cc1	-2
72	O=C(CN1CCOCC1)Nc1ccc(Cl)cc1F	-7
73	COc1cccc(NC(=O)CSc2nnc(COc3ccccc3)n2N)c1	4
74	CC(=O)c1cnn(-c2cc(Oc3ccccc3C)ncn2)c1C	-13
75	O=C(CCSc1cc(Cl)ccc1Cl)OCC(=O)c1ccccc1	7
76	Cc1ccc(-c2csc3nc(SCC(=O)Nc4ccc5c(c4)OCO5)n(-c4ccccc4)c(=O)c23)cc1	-2
77	CCNC(=O)N1CCOC(Cc2ccccc2Cl)C1 (stereo not given)	5
78	Cc1ccccc1N1CCN(S(=O)(=O)c2nnc(NC(=O)c3ccc(Cl)cc3)s2)CC1	10
79	CCOCCCNC(=O)C(c1ccc(Cl)cc1)N(Cc1cccs1)C(=O)c1ccc(NC(C)=O)cc1 (stereo not given)	16
80	CN(NOC1OC(CO)C(O)C(O)C1O)c1ccccc1 (stereo not given)	-1

Given with the structure last: three of the compounds above.
No.	RBX1-CUL1 inh	Molecule
79	16	CCOCCCNC(=O)C(c1ccc(Cl)cc1)N(Cc1cccs1)C(=O)c1ccc(NC(C)=O)cc1 (stereo not given)
80	-1	CN(NOC1OC(CO)C(O)C(O)C1O)c1ccccc1 (stereo not given)
75	7	O=C(CCSc1cc(Cl)ccc1Cl)OCC(=O)c1ccccc1

Later entries
no.	mol	RBX1-CUL1 inh
81	CCN1CCN(C2(C(=O)N3CCC(COC)C3)Cc3ccccc3C2)CC1 (stereo not given)	3
82	CCOc1cc(-c2cc(C(=O)O)c3c(-c4ccccc4)[nH]nc3n2)ccc1O	-12
83	Cc1ccc(NC(=O)CC2Nc3cc(C)c(C)cc3NC2=O)cc1C (stereo not given)	2
84	COCCCN1C(=O)CC(CC(=O)N2CCN(c3ccccc3)CC2)(c2ccccc2OC)C1=O (stereo not given)	5
85	Cc1c(C(=O)NCc2ccccc2)c2ccccc2n1O	4
86	Cc1cccc(C)c1NC(=O)Cn1c(=O)cc(C)c2c(C)nn(-c3cccc(Cl)c3C)c21	-2
87	COc1ccc(OCc2nc(C(=O)N3CCSCC3)co2)cc1	4
88	Cc1ccccc1C(NC1CCN(c2ccc(NC(=O)c3cnccn3)cc2)CC1)c1ccncc1 (stereo not given)	0

Down the list, as entered above.
Nos. 81 to 88 in RBX1-CUL1 inh read 3, -12, 2, 5, 4, -2, 4, 0

(list continues)
no.	mol	RBX1-CUL1 inh
89	CC(C)Oc1ccc(C(=O)NCC2Cc3c(F)ccc(-c4ccncc4)c3O2)cc1 (stereo not given)	2
90	CN(CC1CCN(CCc2ccc(F)cc2)CC1)C(=O)CN1C(=O)CSC1=O	3
91	COc1ccc(OC)c(CNC(=O)CCC2(Cc3ccc(OC)c4ccccc34)CCC(=O)N2)c1 (stereo not given)	1
92	OC1c2ccccc2CSc2ccc(Br)cc21 (stereo not given)	1
93	CNC(=O)Nc1nc2ccccc2s1	8
94	Cc1ccccc1NCC(=O)N/N=C/c1ccccn1	-2
95	Cc1oc(-c2cc3c(cc2Cl)OCO3)nc1CN(C)Cc1ccnc2ccccc12	-6
96	COc1ccc(CNC(=O)C(=O)Nc2ccccc2OC)cc1	-1
97	Cc1ccc(C(=O)CC2(O)C(=O)N(Cc3ccccc3)c3ccc(Br)cc32)cc1 (stereo not given)	6
98	Cc1c(Cl)c(C(F)(F)F)nn1CC(=O)NCC1CCCO1 (stereo not given)	3
99	N#CCN1N=C(c2cc(Cl)sc2Cl)CSC1=O	2
100	COc1ccc(NC(=O)CSc2nc(-c3ccc(OC)cc3)[nH]c2-c2ccc(F)cc2)cc1	5
101	COc1ccc(C2CC(=O)N=C(SCC(=O)Nc3cc(Cl)cc(Cl)c3)C2C#N)cc1 (stereo not given)	-2
102	CCCN1C(=O)C2(NC(=O)c3ccccc3N2)c2ccccc21 (stereo not given)	2
103	COC(=O)c1sc(NC(=O)CCCCCN2C(=O)c3ccccc3C2=O)c(C(=O)OC)c1C	-1
104	O=C(Nc1cccc(-n2cccn2)c1)C1CCCN1Cc1ccccc1F (stereo not given)	-16
105	COc1ccc(C2=Nc3nc(-c4ccc(Cl)cc4)nn3C(c3ccccc3Cl)C2)cc1 (stereo not given)	-1
106	Cc1ccc(-c2nnc(Nc3cccc(Cl)c3)c3ccccc23)cc1S(=O)(=O)NCC1CCCO1 (stereo not given)	-1
107	CC(=O)c1cnc(N(C)C)s1	-1
108	CCc1n[nH]c2c1CN(C(=O)c1ccc(C)c(-n3cccc3)c1)CC2	-2
109	Cc1nc(C2CCCNC2)cc(N2CCCOCC2)n1 (stereo not given)	6
110	COc1ccc2c(c1OC)C(c1ccccc1)(c1ccccc1)OC2	11
111	CCCCNC(=O)C1CCCN(C2CCN(C(=O)C3CC3)CC2)C1 (stereo not given)	-11
112	CC(C)c1ccc(OC(=O)C(C)N2C(=O)c3ccccc3C2=O)cc1 (stereo not given)	5
113	Cc1ccc2nc(N3C(=O)C(=O)C(C(=O)c4cc5ccccc5o4)C3c3cccs3)sc2c1 (stereo not given)	-4
114	c1ccc(Nc2nc(Nc3ccccc3)nc(Sc3nc4ccccc4o3)n2)cc1	-8
115	OC1c2ccc3ccccc3c2OC2(CCCCC2)C1Br (stereo not given)	3
116	CCCCOC(=O)c1ccc(N2C(=O)CC(N3CCN(c4ccc(F)cc4)CC3)C2=O)cc1 (stereo not given)	6
117	O=C(CN1c2ccccc2-c2ccccc2S1(=O)=O)N1CCCCC1	8

Structures above with a thiophene ring, fused or not, in the order listed:
no.	mol	RBX1-CUL1 inh
6	Cc1cc(C)cc(OCC(=O)Nc2sc3c(c2C#N)CCCC3)c1	11
10	O=S(=O)(c1cccc(Cl)c1)c1nnn2c1nc(NC1CCCCCC1)c1sccc12	1
18	Cc1ccc(NC(=O)CSc2nc(N)c3c4c(sc3n2)COC(C(C)C)C4)cc1 (stereo not given)	0
27	CC(C)(C)CC(=O)Nc1sc2c(c1C#N)CCCCCC2	-3
37	O=C(CSc1nc2sc3c(c2c(=O)n1-c1ccccc1)CCCC3)Nc1ccc(SC(F)F)cc1	0
43	CCOc1ccc2nc(SCC(O)c3cccs3)[nH]c2c1 (stereo not given)	-19
45	COC(=O)C(NC(=O)c1ccc(Cl)cc1)(Nc1sc2c(c1C(N)=O)CCCC2)C(F)(F)F (stereo not given)	2
66	COC(=O)c1c(-c2ccc(F)cc2)csc1NC(=O)c1ccc(OC(C)C)cc1	2
76	Cc1ccc(-c2csc3nc(SCC(=O)Nc4ccc5c(c4)OCO5)n(-c4ccccc4)c(=O)c23)cc1	-2
79	CCOCCCNC(=O)C(c1ccc(Cl)cc1)N(Cc1cccs1)C(=O)c1ccc(NC(C)=O)cc1 (stereo not given)	16
99	N#CCN1N=C(c2cc(Cl)sc2Cl)CSC1=O	2
103	COC(=O)c1sc(NC(=O)CCCCCN2C(=O)c3ccccc3C2=O)c(C(=O)OC)c1C	-1
113	Cc1ccc2nc(N3C(=O)C(=O)C(C(=O)c4cc5ccccc5o4)C3c3cccs3)sc2c1 (stereo not given)	-4

Some of the compounds tested. The share of hits here may be higher or lower than overall.
